MC4R antag cAMP = antagonists of human melanocortin 4 receptor (MC4R) | P32245 | MC4R-expressing cells, MTII-stimulated cAMP, LANCE TR-FRET | inhibition, % at 6.5 µM | hit rate 0.48% among 360,000;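 active = inhibition above its plate's cutoff, the mean of tested wells on that plate plus 3 SD, cut at about 29% in these data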;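 also: 0% = Melanotan II alone and 100% = Melanotan II plus saturating MCL0020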
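material = U2OS cells stably expressing human melanocortin 4 receptor (MC4R) | also added = Melanotan II challenge | dosing = single nominal compound dose of 6.5 µM | detection = TR-FRET with Eu-cAMP and labeled anti-cAMP, 671 nm | replication = singlicate | timing = compound 30 min, challenge 1 h, detection 1 h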
ABCB6 inh 2 = blocks the human ABCB6 transporter. Q9NP58. K562-ABCB6 porphyrin accumulation, flow cytometry, 1 h; hits give low values. fluorescence ratio to DMSO, % at 10 µM. hit rate 0.19% among 360,000;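 active = fluorescence ratio to DMSO below 75%, the collection mean minus 3 SD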;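 also: signal is porphyrin accumulated inside mitochondria; 100% equals median channel fluorescence of DMSO control wells; lower ratio means ABCB6 inhibition with less porphyrin fluorescence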
Target sequence (Q9NP58 whole entry, looked up): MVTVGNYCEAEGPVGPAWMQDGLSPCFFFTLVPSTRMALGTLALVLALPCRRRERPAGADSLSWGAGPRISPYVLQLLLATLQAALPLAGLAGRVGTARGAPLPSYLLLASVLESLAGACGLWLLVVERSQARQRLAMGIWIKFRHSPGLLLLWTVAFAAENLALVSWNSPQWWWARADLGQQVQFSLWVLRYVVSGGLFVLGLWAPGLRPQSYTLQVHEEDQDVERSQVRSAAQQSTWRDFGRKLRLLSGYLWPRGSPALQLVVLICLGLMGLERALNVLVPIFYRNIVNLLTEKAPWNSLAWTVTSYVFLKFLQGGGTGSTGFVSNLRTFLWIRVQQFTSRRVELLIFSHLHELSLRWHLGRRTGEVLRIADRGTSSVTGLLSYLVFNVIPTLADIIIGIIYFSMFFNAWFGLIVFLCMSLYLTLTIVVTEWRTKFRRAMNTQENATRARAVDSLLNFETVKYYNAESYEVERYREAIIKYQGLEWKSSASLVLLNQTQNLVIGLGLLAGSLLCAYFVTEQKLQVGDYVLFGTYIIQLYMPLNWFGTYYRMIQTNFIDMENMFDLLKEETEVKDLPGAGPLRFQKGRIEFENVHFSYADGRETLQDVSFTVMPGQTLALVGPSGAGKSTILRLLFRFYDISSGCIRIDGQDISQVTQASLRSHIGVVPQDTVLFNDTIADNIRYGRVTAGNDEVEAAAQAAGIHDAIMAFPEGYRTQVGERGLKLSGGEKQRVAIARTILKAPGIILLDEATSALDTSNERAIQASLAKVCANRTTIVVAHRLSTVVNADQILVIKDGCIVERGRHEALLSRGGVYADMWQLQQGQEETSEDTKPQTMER
aDG glyco up = increases alpha dystroglycan glycosylation | activation, % at 10 µM | hit rate 0.22% among 360,000 | Pro5-aDG cells, alpha-DG glycosylation AlphaScreen (IIH6); 0% Pro5, 100% B10-LARGE cell signal | AID 624168;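 active = activation of at least 8% versus controls, or a plate z-score of at least 8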;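 also: Pro5 are CHO cells carrying HIG-tagged alpha-DG that lacks glycosylation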
MC4R barr agon = human MC4R agonism via beta-arrestin; P32245; U2OS MC4R beta-arrestin complementation, luminescence; percent of melanotan II response, DMSO zero; activation, % at 8.9 µM; hit rate 0.98% among 360,000; AID 540308;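 active = activation above a per-plate cutoff, the mean activation of sample wells on that plate plus 3 SD, cut at about 8% in these data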
PDI inh = blocks human protein disulfide isomerase activity. P07237. PDI insulin aggregation turbidity, A650, 90 min. inhibition, % at 10 µM. hit rate 0.052% among 350,000;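 active = mean inhibition across replicates of 30% or more, whatever share of single replicates reach that level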;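 also: absorbance from insulin aggregation driven by PDI reduction with DTT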
Vif imaging = blocks HIV Vif function; HEK293T cells, Vif self-association by quenched fluorescence, imaging, 24 h; inhibition, % at 7.49 µM; hit rate 0.35% among 340,000; AID 602346; in the data active = inhibition above about 50%, passing the limit was not always enough; also: some results filed as inactive read as strong as hits
CaV13 ICDI inh = Primary screen for inhibitors of IQ motif and Ca2+-dependent inactivation inhibitor domain binding in CACNA1D, Förster resonance energy transfer in living cells, …; HEK cells, CFP/YFP FRET ICDI-IQ, plate reader, 10 min; percent FRET-ratio fall versus neutral wells; hit rate 0.098% among 340,000; inhibition, % at 12.3 µM;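 active = mean replicate inhibition of at least 30% and at least 1% of replicates passing that level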;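 also: 0% = median of the neutral control wells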
H9c2 protect = myocardial damage modulation in H9c2 cells; protection from H2O2 cell death, % at 20 µM; hit rate 0.63% among 360,000; AID 588492; H9c2 cardiomyocytes, H2O2 injury protection, ATPLite, 2 h;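 active = compounds giving at least 50% protection of heart cells from peroxide-induced death in the single-dose screen, raw or plate-pattern-corrected value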;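 also: 0% = DMSO wells with peroxide and 100% = DMSO wells without peroxide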
N-glyco inh = N-linked glycosylation inhibition | D54 ERlucT glycosylation luciferase reporter, 24 h; percent of 100 nM tunicamycin response | reporter increase, % at 12.5 µM | hit rate 0.23% among 360,000 | AID 588692;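 active = mean luciferase reporter signal, scaled so untreated is 0 and the glycosylation-blocking control 100, at or above a set limit in every replicate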;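 also: luciferase carries N-glycosylation sites so blocking glycosylation raises the light; 0% = median of neutral control wells and 100% = median of 100 nM tunicamycin wells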
m5-HT2A agonist = agonists of mouse serotonin 5-HT2A receptor (HTR2A); P35363; CHO-K1 mHTR2A beta-arrestin complementation, luminescence; percent of 30 µM serotonin response; activation, % at 7.6 µM; hit rate 0.66% among 360,000; AID 624169;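 active = activation above a run cutoff, the mean activation of all tested compounds plus 3 SD, cut at about 14% in these data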;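 also: 0% = plate median of compound wells and 100% = 30 µM serotonin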
* = called active by the depositor; / = not tested or not shown.

SMILES	m5-HT2A agonist	aDG glyco up	CaV13 ICDI inh	PDI inh	ABCB6 inh 2	MC4R antag cAMP	Vif imaging	MC4R barr agon	N-glyco inh	H9c2 protect
O=C(C1CCN(S(=O)(=O)N2CCC3(CC2)OCCO3)CC1)N1CCOCC1	-3	0.0	/	-2	95	9	4	0.0	1	-2
CC1(C)Cc2ccccc2C(N)=C1C#N	-2	-0.2	-4	-11	103	-3	-11	-2.1	2	-6
CCc1ccc2c(c1)c(N=NC1=NC(=O)CS1)c(O)n2C	0	0.1	-6	-1	95	-2	-7	-0.6	2	14
Oc1oc(-c2ccccc2Br)nc1/C=N/c1ccccn1	9	0.0	-3	2	101	2	1	0.0	-7	0
CCN1CCN(C(CNS(=O)(=O)c2ccccc2)c2cccnc2)CC1 (stereo not drawn)	-5	0.0	/	3	98	16	-1	0.8	-1	-4
COc1cc(/C=N\n2cnnc2)ccc1OCC(=O)Nc1ccc(C)cc1	-2	0.2	-2	-41	152	0	10	-1.2	-1	7
O=C1C(Cc2ccccc2)NC(=S)N1Cc1ccccc1 (stereo not drawn)	1	-0.1	-5	10	107	2	-1	-2.5	0	-3
CCc1nc(N=Nc2c(O)[nH]c3ccccc23)c2c3c(sc2n1)CCC3	1	-0.5	-3	0	103	20	0	-1.4	4	69*
CC(=O)[C@@]12O[C@@H]1C[C@H]1[C@@H]3CC[C@H]4C[C@@H](O)CC[C@]4(C)[C@H]3CC[C@@]12C	1	-0.1	-3	-2	98	3	1	0.7	0	-4
Cc1cccc2nc(-c3ccccc3)nc(N[C@@H](CO)c3ccccc3)c12	-6	0.3	-5	-2	97	2	-12	-1.7	-7	-5
Cc1cccc(OCC(=O)Nc2cc(Cl)ccc2-n2cncn2)c1C	1	0.0	-6	-3	95	0	/	-0.9	2	-3
COc1ccc(-n2c(C)c([N+](=O)[O-])c3ccc(O)c(CN(C)C)c32)cc1	-7	0.1	/	2	103	-4	-17	-1.4	-12	21
COc1ccc(NC(=O)CSCC(=O)Nc2ccccc2N2CCCC2)cc1	0	0.0	-2	3	100	10	1	-0.8	-1	-6
NS(=O)(=O)c1ccc(NC(=S)NC(=O)C2CCCC2)cc1	-5	0.0	/	-1	102	-3	3	0.0	-2	-3
O=C1CCc2cc(S(=O)(=O)N3CCC(C(=O)NC4CCCC4)CC3)ccc2N1	1	-0.1	23	-4	97	-4	6	-0.1	-1	-1
Cn1c(Oc2ccccc2)c(C=O)c2ccccc21	-2	-0.1	/	-4	94	-6	-17	-1.6	0	0
COc1ccc(OC)c(S(=O)(=O)N(C)CC(=O)N2CCN(c3ccc(F)cc3)CC2)c1	-8	-0.2	/	-1	101	8	11	0.9	3	-4
Cc1cccc(-c2noc(CCC(=O)Nc3ccc(C(N)=O)cc3)n2)c1	3	-0.1	-2	6	99	11	-2	-1.5	3	1
CN(C(=O)CSc1nnc2n1CCCCC2)C1(C#N)CCCCC1	7	-0.5	-3	5	108	1	0	-2.1	-6	-3
Cc1[nH]n(-c2ccccc2)c(=O)c1C(c1ccccc1[N+](=O)[O-])C(C#N)C#N (stereo not drawn)	-9	0.1	-21	1	94	0	6	-1.5	5	-3

Going on with the list:
SMILES	m5-HT2A agonist	aDG glyco up	CaV13 ICDI inh	PDI inh	ABCB6 inh 2	MC4R antag cAMP	Vif imaging	MC4R barr agon	N-glyco inh	H9c2 protect
COC(=O)CSc1nc(C)c(C)c(C)c1C(N)=O	-4	0.5	-2	2	100	12	7	-1.4	0	-2
COc1ccc(NC(=O)CN(c2ccccc2F)S(=O)(=O)c2ccc(C)cc2)cc1	-8	0.0	-4	0	99	1	-8	-0.6	-3	-3
CCOc1ccccc1NC(=O)C1=C(C)NC(=S)NC1c1cccs1 (stereo not drawn)	-1	-0.1	-5	3	100	1	-4	-2.6	-2	7
Cc1nn(Cc2ccc(F)cc2)c(C)c1NC(=O)CCCn1nc([N+](=O)[O-])cc1C	-1	0.0	-7	-6	97	-1	-1	-1.9	-2	1
O=C(CN1CCCc2ccccc21)Nc1ccc(F)cc1[N+](=O)[O-]	3	-0.4	-4	5	95	2	-1	4.2	-3	-9
Cc1ccc(C)c2[nH]c(=O)c(CCNC(=O)C(C)(C)C)cc12	-1	0.1	-5	3	103	-1	1	0.0	2	0
COCCN1CCN(C(=O)c2cc(COc3cc(C)ccc3C)on2)CC1	0	0.1	/	0	105	5	-2	-2.1	0	-6
COc1ccc(OC(=O)C(C)N2C(=O)c3ccccc3C2=O)cc1 (stereo not drawn)	-2	-0.1	-1	-8	95	14	1	-0.9	-1	6
COc1cc(-c2nc3ccccn3c2/N=C/c2cccc(F)c2)ccc1O	-1	0.0	-18	-15	102	-16	/	-2.6	6	-1
COCCN1C(=O)c2[nH]nc(-c3ccccc3O)c2C1c1ccc(OC)cc1 (stereo not drawn)	2	-0.1	-4	11	95	-2	2	-1.3	0	-1
CSc1ccc(Cn2c(C)c(C(=O)NCc3ccc(F)cc3)sc2=O)cc1	-6	-0.2	14	2	98	6	-6	-0.1	-6	-5
COc1ccc(CC(=O)Nc2ccc(S(=O)(=O)Nc3ncccn3)cc2)cc1	-2	0.1	/	-3	100	14	-2	2.0	-1	14
CCOC(=O)c1ccc(NC(=S)N2CCC(C(N)=O)(N3CCCCC3)CC2)cc1	12	-0.2	-6	-2	93	9	-2	-1.6	-1	4
O=C1CCCc2c1cc(C(=O)Nc1ccc(Br)cn1)c(=O)n2-c1ccccc1	0	0.2	-5	0	89	0	/	-0.5	2	16
O=C(Nn1cnnc1)c1ccncc1	1	-0.1	-4	1	100	0	5	-1.2	0	-2
Cn1nnnc1SCC(=O)Nc1ccccn1	1	-0.2	-4	-21	110	-3	9	-1.2	4	4
COC(=O)c1sc2nc(SCc3cccc(F)c3)n(N)c(=O)c2c1C	8	0.0	-3	-2	101	10	-13	-1.1	1	-1
Cc1sc2ncnc(SCC(=O)Nc3ccc(CN4CCCC4)cc3)c2c1C	-6	0.2	-6	-9	99	-13	20	-0.5	-1	8
CC1=C(C(=O)Nc2ccccc2)C(c2ccc3c(c2)OCO3)C2=C(CCCC2=O)N1 (stereo not drawn)	-5	-0.1	-5	-3	143	-4	1	-1.1	0	-3
Cc1ccc(NS(=O)(=O)c2ccccc2[N+](=O)[O-])cc1C	-2	0.1	-3	-2	101	12	2	-1.5	-2	-4

3 entries out of the list above, sorted by their value in MC4R antag cAMP, low to high:
Structure | MC4R antag cAMP
Cc1ccc(C)c2[nH]c(=O)c(CCNC(=O)C(C)(C)C)cc12 | -1
CCOc1ccccc1NC(=O)C1=C(C)NC(=S)NC1c1cccs1 (stereo not drawn) | 1
CCOC(=O)c1ccc(NC(=S)N2CCC(C(N)=O)(N3CCCCC3)CC2)cc1 | 9

Other compounds follow.
SMILES	m5-HT2A agonist	aDG glyco up	CaV13 ICDI inh	PDI inh	ABCB6 inh 2	MC4R antag cAMP	Vif imaging	MC4R barr agon	N-glyco inh	H9c2 protect
NNC(=O)CCCNc1ncc(C(F)(F)F)cc1Cl	-1	-0.4	-4	3	102	5	16	-1.4	2	-8
CC1CCc2nc3ccc(S(=O)(=O)N4CCC(C(=O)O)CC4)cc3c(C(=O)O)c2C1 (stereo not drawn)	4	0.0	-7	-2	99	5	7	-0.2	2	6
COc1ccc(CCNC(=O)CCc2ccc(OC)cc2)cc1	-1	-0.1	/	7	99	13	4	-4.1	0	-3
COc1cc(C(=S)N2CCOCC2)ccc1OC(=O)c1cccc(C)c1	-6	0.3	-3	7	93	4	-7	-0.4	-1	-1
S=C1NCN(Cc2ccco2)CN1c1cccc2ccccc12	-4	-0.1	-21	10	173	0	-7	-1.2	0	-16
CC(C)(C)NC(=O)C(=O)NCCC1=CCCCC1	2	-0.3	-5	-5	100	7	-1	-1.4	3	1
CC(CC(F)(F)F)N1CCC(n2nccc2NC(=O)CCOc2ccccc2)CC1 (stereo not drawn)	1	-0.1	-6	-6	104	11	0	-1.2	-3	-4
CCCN(C(=O)CCNC(=O)Cn1cnc2ccccc2c1=O)c1cccc(Cl)c1	-5	0.0	/	3	97	12	-1	-0.2	0	-6
Cc1cccn2c(=O)c3cc(C(=O)NCc4ccco4)c(=N)n(CCOCCO)c3nc12	1	0.0	/	0	99	14	-2	2.1	14	2
CCSC1=NC2(CCCCC2)Nc2sc3c(c21)CCCC3	-6	0.4	/	-2	101	-2	10	0.5	-1	-16
COc1ccccc1/C=C1/SC(=S)N(CCC(=O)Nc2cccnc2)C1=O	-4	0.2	-3	4	88	5	-3	0.8	0	-4
CCN(CC)S(=O)(=O)c1cccc(NC(=O)c2cc3ccccc3o2)c1	1	0.1	-8	8	94	0	-10	-2.8	-2	-5
CNc1ccc(NC(C)=O)cc1[N+](=O)[O-]	3	0.0	-9	10	94	-21	9	-1.4	1	10
Nn1c(Cc2cccc3ccccc23)nnc1SCc1c(F)cccc1Cl	4	0.3	-3	-15	102	-8	5	-0.3	-1	-2
CCOC(=O)c1cc(CC)sc1NC(=O)COC(=O)c1ccccn1	-2	0.0	-6	-5	105	0	-5	1.4	1	-3
Cc1cc(C)n2cc(COc3ccccc3)nc2n1	2	0.1	-6	-3	105	8	8	-0.3	0	6
COc1ccc(C(=O)NCCCN2CCOCC2)cc1Br	-4	-0.1	-4	-3	101	1	-3	-1.5	1	-1
CCOc1ncccc1C(=O)OCC(=O)NC(=O)c1ccccc1	2	0.3	-6	-1	89	-3	15	-3.3	0	1
COc1cc(C)ccc1OCc1cc(C(=O)NCCN2CCCC(O)C2)no1 (stereo not drawn)	2	-0.2	/	5	104	4	-2	-1.3	2	-4
O=C1NC[C@H](c2ccccc2)N(CCCCC2CCCCC2)C1=O	9	-0.2	-13	/	96	/	/	/	/	/

New compounds follow
SMILES	m5-HT2A agonist	aDG glyco up	CaV13 ICDI inh	PDI inh	ABCB6 inh 2	MC4R antag cAMP	Vif imaging	MC4R barr agon	N-glyco inh	H9c2 protect
Cc1cc(SCc2cccc(Cl)c2)nc(=O)[nH]1	-4	-0.1	-3	11	101	-5	-2	-1.4	3	3
COc1ccc(Cc2nnc(NC(=O)Nc3cccc(OC)c3)s2)cc1	2	0.1	-2	-3	93	0	-3	3.1	2	0
Cc1ccc(NC(=O)CSc2nnc(Cc3csc(C)n3)o2)c(C)c1	-4	0.2	-6	-9	99	10	1	0.8	4	-5
Cc1occc1-c1nnc(SCC(=O)N2CCN(c3ccc(F)cc3)CC2)n1C	-5	-0.2	0	13	89	4	-5	-2.0	0	10
NC(=O)c1ccc(NCCc2ccco2)cc1	2	0.1	-8	/	102	/	/	/	0	0
CCN1CCN(CCNC(=O)c2ccc3c(c2)NC(=O)/C(=C\c2ccc(OC)c(OC)c2)S3)CC1	-9	-0.1	-6	-4	109	-27	2	-2.0	2	8
COc1cccc(COC(=O)c2ccc3c(=O)n4c(nc3c2)CCC4)c1OC	0	-0.3	-4	-16	94	7	-6	-0.4	-1	1
N#Cc1ccc(CN2CCN(C(=O)c3cn(Cc4ccccc4)nc3-c3cccnc3)CC2)cc1	2	-0.2	-4	-35	90	-4	-4	-4.0	0	7
N#CCCN(Cc1cccs1)C(=O)Nc1ccc(F)cc1	-1	0.0	-5	0	96	8	-2	2.0	-1	-1

Source: PubChem BioAssay (several laboratories)
